# Wee1 degr inh: inhibitors of human Wee1 degradation; P30291; HeLa Luc-Wee1K328M stability, luciferase luminescence; 100% = proteasome inhibitor MG132 effect; reporter increase, % at 5 µM; actives 1.2% (n = 220,000);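 active means activation above the mean of all tested compounds plus 3 SD, set per screening run, cut at about 8.8% in these data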;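 further: cells exposed to compound for 20 h before luminescence read; 0% = DMSO alone and 100% = MG132 at 30 µM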
# MDM2 E3 inh: Mdm2 E3 ligase (human) inhibition. actives 0.11% (n = 210,000). signal enhancement, % at 5 µM. cell-based MDM2 ubiquitination luciferase reporter, 2 h; 0 = plate control, 100 = twice control, blank-subtracted. Q00987;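 active means signal enhancement of 30% or more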;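 further: luminescence tracks abundance of the self-degrading MDM2-luciferase fusion protein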
#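 Material: stable MDM2–luciferase fusion reporter cells / Quantity: 2000 cells/well / Dosing: single 5 µM compound dose, 0.2% final DMSO / Buffer or medium: DMEM / Schedule: 4 h cell settling then 2 h compound exposure, 37 °C / Detection: luminescence with SteadyLite reagent, 15 min at room temperature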
# FXIIa inh 1536: blocks human coagulation factor XIIa protease activity. P00748. purified FXIIa, Boc-QGR-AMC fluorogenic substrate, 2 h. inhibition, % at 5 µM. actives 0.3% (n = 220,000). AID 800; in the data active means inhibition above about 40%;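 further: 0% = enzyme with no compound and 100% = blank without enzyme; many of its hits are not listed in these tables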
# Rad51 HR inh: blocks human Rad51 in homologous recombination; Q06609; inhibition, % at 10 µM; actives 0.085% (n = 200,000); hRad51 DNA strand exchange, fluorescence dequenching;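 active means inhibition above 40% at the single screening dose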;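 further: 0% = DMSO control wells and 100% = blanks with heterologous ssDNA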
# Target sequence (Q06609 whole entry, looked up): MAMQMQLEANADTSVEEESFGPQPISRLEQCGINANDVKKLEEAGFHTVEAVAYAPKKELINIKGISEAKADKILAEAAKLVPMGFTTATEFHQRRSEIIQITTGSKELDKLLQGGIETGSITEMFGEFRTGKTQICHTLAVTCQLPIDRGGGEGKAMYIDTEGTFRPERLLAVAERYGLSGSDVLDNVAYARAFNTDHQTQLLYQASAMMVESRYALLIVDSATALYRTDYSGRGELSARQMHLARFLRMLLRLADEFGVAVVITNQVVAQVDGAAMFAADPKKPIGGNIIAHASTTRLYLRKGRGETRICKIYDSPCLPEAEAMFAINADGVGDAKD
#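 Material: hRad51 filaments on single-stranded DNA; Reagent: Donor/quencher-labelled 47-bp dsDNA substrate; Compound: 10 µM final, single point; Schedule: 37 °C 15-min filament assembly, 30-min compound preincubation, 15-min exchange; Technique: FRET fluorescence, excitation 485 nm, emission 520 nm; Benchmarks: control wells and blank wells on each plate.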
# 14-3-3 Bad inh: disrupts binding of bovine 14-3-3 zeta to phospho-Bad peptide; P63103; TR-FRET 14-3-3zeta/Dy647-pBad peptide displacement, 1 h; inhibition, % at 21.7 µM; actives 0.71% (n = 220,000); AID 781;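 active means inhibition above about 70%, limit read from the data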;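 further: 0% = full 14-3-3 plus peptide FRET controls and 100% = background without 14-3-3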
# KLK5 inh: inhibitors of human kallikrein 5; Q9Y337; recombinant hK5, fluorogenic AMC substrate cleavage; inhibition, % at 5 µM; actives 0.59% (n = 210,000); AID 873;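 active means inhibition of 40% or more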;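 further: 0% = enzyme controls without compound and 100% = no-enzyme blanks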
# eIF4E-4G inh: eIF4E/eIF4G interaction inhibition in translation initiation; TR-FRET eIF4E-eIF4GI(517-606) binding, 2 h; inhibition, % at 21.7 µM; actives 0.37% (n = 220,000);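 active means inhibition above about 30%, limit read from the data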;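 further: 0% = full FRET control wells and 100% = background wells lacking eIF4GI fragment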
# p97 inhibitor: blocks human p97 ATPase activity. P55072. recombinant p97 ATPase, Kinase-Glo ATP luminescence, 3 h. inhibition, % at 8 µM. actives 0.42% (n = 220,000). AID 1481; in the data active means inhibition above about 15%;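 further: 0% = DMSO vehicle and 100% = wells lacking enzyme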
# Target sequence (P55072 whole entry, looked up): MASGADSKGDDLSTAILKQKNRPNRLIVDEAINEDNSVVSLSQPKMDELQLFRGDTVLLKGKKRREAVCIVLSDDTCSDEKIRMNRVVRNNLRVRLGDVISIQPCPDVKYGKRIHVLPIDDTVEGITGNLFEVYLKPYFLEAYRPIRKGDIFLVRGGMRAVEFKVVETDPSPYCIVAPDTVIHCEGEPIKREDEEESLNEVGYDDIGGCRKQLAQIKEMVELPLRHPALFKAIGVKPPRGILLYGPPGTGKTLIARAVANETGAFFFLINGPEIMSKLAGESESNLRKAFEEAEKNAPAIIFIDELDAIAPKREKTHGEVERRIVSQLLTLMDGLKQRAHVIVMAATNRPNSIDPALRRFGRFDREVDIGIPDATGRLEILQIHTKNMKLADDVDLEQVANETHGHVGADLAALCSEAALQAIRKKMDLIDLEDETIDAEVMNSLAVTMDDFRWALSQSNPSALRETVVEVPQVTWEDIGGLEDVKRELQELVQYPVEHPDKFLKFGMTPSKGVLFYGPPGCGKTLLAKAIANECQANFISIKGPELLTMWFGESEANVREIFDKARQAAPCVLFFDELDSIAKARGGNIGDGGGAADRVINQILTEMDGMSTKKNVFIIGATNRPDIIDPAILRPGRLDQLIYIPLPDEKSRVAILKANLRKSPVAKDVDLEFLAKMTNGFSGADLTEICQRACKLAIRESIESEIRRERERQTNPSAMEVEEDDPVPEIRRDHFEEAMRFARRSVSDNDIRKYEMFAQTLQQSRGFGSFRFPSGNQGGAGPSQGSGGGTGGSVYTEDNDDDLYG
# FXIa inh: blocks human coagulation factor XIa protease activity; purified FXIa, Boc-Glu-Ala-Arg-AMC fluorogenic substrate; inhibition, % at 5 µM; P03951; AID 798; actives 0.14% (n = 220,000);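 active means inhibition of at least 40%; inactive means inhibition below 40%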;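 further: fluorescence of freed AMC excited at 355 nm; 0% = enzyme without compound and 100% = no enzyme blank; many of its hits are not listed in these tables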
# An asterisk follows results filed as active; . = not tested or not shown; [ ] = remark or other dose.
(1) COc1ccc(-c2[nH]ncc2CN(C)C(C)c2cccs2)c(F)c1 (configuration not stated)
(2) Cc1ccc(S(=O)(=O)N2CCN(C(=O)COc3ccc(NC(=O)c4ccco4)cc3)CC2)cc1
(3) CCOC(=O)C1CCCCN1C(=O)CCc1c(C)nc2cc(-c3ccccc3)nn2c1C (configuration not stated)
(4) CC(C)Cc1nn2c(=O)cc(O)nc2s1
(5) CCN(CC)S(=O)(=O)c1ccc(Cl)c(NC(=O)COC(=O)c2cccn2C)c1
Assay by compound	1	2	3	4	5
Wee1 degr inh	3	-2	-1	-2	3
MDM2 E3 inh	-12	2	-12	0	-8
FXIIa inh 1536	12	14	14	4	6
Rad51 HR inh	.	-4	.	-5	-14
14-3-3 Bad inh	-12	-7	5	-12	4
KLK5 inh	-3	2	-6	-22	6
eIF4E-4G inh	3	-1	-3	6[fluorescence artefact?]	1
p97 inhibitor	0	1	-6	-3	-5
FXIa inh	3	3	4	-4	0

(6) COc1ccc(-c2cc3cc(OC)c(OC)cc3c(C)n2)cc1C
(7) O=C(N/N=C/C=C/c1ccccc1)c1ccncc1
(8) Cc1cc(OCCOCCN2CCCC2)ccc1C(C)C
(9) Cc1cc(C)nc(SCc2cccc(C(=O)O)c2)n1
(10) Cc1nc(C)c(CCNC(=O)c2ccccc2)s1
Assay by compound	6	7	8	9	10
Wee1 degr inh	0	5	1	0	1
MDM2 E3 inh	.	-5	.	-32	-15
FXIIa inh 1536	8	16	1	14	17
Rad51 HR inh	.	.	3	-7	-10
14-3-3 Bad inh	1	-9	35[fluorescence artefact?]	-6[fluorescence artefact?]	-5[fluorescence artefact?]
KLK5 inh	16	-6	-5	-18	-4
eIF4E-4G inh	-1	-1[fluorescence artefact?]	0[fluorescence artefact?]	-5	-1
p97 inhibitor	-10	5	-7	6	5
FXIa inh	0	8	-3	-5	8

(11) COc1cnc(-c2ccccn2)nc1NC(C)C
(12) Cc1ccc(S(=O)(=O)CCc2nnc(NC(=O)C3CCCCC3)s2)cc1
(13) Cc1c(Cl)cccc1N/C(SCC(=O)N1CCCCCC1)=C(/C#N)c1nc2ccccc2s1
(14) O=C(CCCCCNC(=O)c1ccccc1)N/N=C/c1ccccc1O
(15) CCn1cc(Br)c(C(=O)NCc2ccco2)n1
Assay by compound	11	12	13	14	15
Wee1 degr inh	4	1	-3	2	1
MDM2 E3 inh	-5	.	-1	0	-15
FXIIa inh 1536	6	10	5	8	8
Rad51 HR inh	21	-4	6	-13	4
14-3-3 Bad inh	-18	1	-16	0	15
KLK5 inh	-5	1	-14	-13	-21
eIF4E-4G inh	-2	1	19[fluorescence artefact?]	0[fluorescence artefact?]	7[fluorescence artefact?]
p97 inhibitor	4	6	3	4	-2
FXIa inh	-3	1	3	6	3

# Some of these compounds in order of molar mass, smallest number first:
(4) CC(C)Cc1nn2c(=O)cc(O)nc2s1
(11) COc1cnc(-c2ccccn2)nc1NC(C)C
(7) O=C(N/N=C/C=C/c1ccccc1)c1ccncc1
(10) Cc1nc(C)c(CCNC(=O)c2ccccc2)s1
(9) Cc1cc(C)nc(SCc2cccc(C(=O)O)c2)n1
(8) Cc1cc(OCCOCCN2CCCC2)ccc1C(C)C
(6) COc1ccc(-c2cc3cc(OC)c(OC)cc3c(C)n2)cc1C
Assay by compound	4	11	7	10	9	8	6
Wee1 degr inh	-2	4	5	1	0	1	0
MDM2 E3 inh	0	-5	-5	-15	-32	.	.
FXIIa inh 1536	4	6	16	17	14	1	8
Rad51 HR inh	-5	21	.	-10	-7	3	.
14-3-3 Bad inh	-12	-18	-9	-5[fluorescence artefact?]	-6[fluorescence artefact?]	35[fluorescence artefact?]	1
KLK5 inh	-22	-5	-6	-4	-18	-5	16
eIF4E-4G inh	6[fluorescence artefact?]	-2	-1[fluorescence artefact?]	-1	-5	0[fluorescence artefact?]	-1
p97 inhibitor	-3	4	5	5	6	-7	-10
FXIa inh	-4	-3	8	8	-5	-3	0

(14) O=C(CCCCCNC(=O)c1ccccc1)N/N=C/c1ccccc1O
(5) CCN(CC)S(=O)(=O)c1ccc(Cl)c(NC(=O)COC(=O)c2cccn2C)c1
(3) CCOC(=O)C1CCCCN1C(=O)CCc1c(C)nc2cc(-c3ccccc3)nn2c1C (configuration not stated)
(13) Cc1c(Cl)cccc1N/C(SCC(=O)N1CCCCCC1)=C(/C#N)c1nc2ccccc2s1
Assay by compound	14	5	3	13
Wee1 degr inh	2	3	-1	-3
MDM2 E3 inh	0	-8	-12	-1
FXIIa inh 1536	8	6	14	5
Rad51 HR inh	-13	-14	.	6
14-3-3 Bad inh	0	4	5	-16
KLK5 inh	-13	6	-6	-14
eIF4E-4G inh	0[fluorescence artefact?]	1	-3	19[fluorescence artefact?]
p97 inhibitor	4	-5	-6	3
FXIa inh	6	0	4	3

# Next section:
(16) CCN(CC)S(=O)(=O)c1ccc(NC(=O)c2cc(-c3cccs3)nc3ccccc23)cc1
(17) CN1CCN(C(=O)CCc2ccc(S(=O)(=O)NC3CCCCC3)cc2)CC1
(18) Nc1nc(-c2ccc(Cl)cc2)nn1C(=O)c1cccs1
(19) CCNC(=S)N(Cc1ccc2c(c1)OCO2)C1CC(=O)N(c2ccc(OC)cc2)C1=O (configuration not stated)
(20) O=C(N1CCOCC1)C1(c2ccccc2)CCCCC1
Assay by compound	16	17	18	19	20
Wee1 degr inh	-1	1	8	4	1
MDM2 E3 inh	-18	0	-4	0	-32
FXIIa inh 1536	9	2	-2	10	25
Rad51 HR inh	3	-3	4	2	0
14-3-3 Bad inh	-16	-1	-3	10	1
KLK5 inh	-12	-6	-5	2	-4
eIF4E-4G inh	17	-2	-4	-2	0
p97 inhibitor	0	-4	5	4	-6
FXIa inh	0	-10	0	-2	4

(21) CC(C)N=c1scc(-c2cccs2)n1/N=C/c1ccc(O)c(O)c1O
(22) O=C(Cc1ccccc1F)Nc1cccc2cccnc12
(23) COc1ccc(CCNC(=O)Cn2cnc3c(nnn3Cc3ccccc3F)c2=O)cc1OC
(24) COc1ccc(C(C)C)cc1S(=O)(=O)n1cnc(C)c1
(25) Cc1nn(-c2ccccc2)c(N)c1C(O)(CSc1nccn1C)C(F)(F)F (configuration not stated)
Assay by compound	21	22	23	24	25
Wee1 degr inh	0	-1	0	0	1
MDM2 E3 inh	6	-10	10	-3	-1
FXIIa inh 1536	14	20	5	13	20
Rad51 HR inh	-3	-7	4	3	-5
14-3-3 Bad inh	-20	2[fluorescence artefact?]	-1	-3	2
KLK5 inh	-75	0	-13	19	-3
eIF4E-4G inh	12[fluorescence artefact?]	-2	4	1	-13
p97 inhibitor	9	-3	2	-1	6
FXIa inh	9	14	-3	2	0

(26) COC(=O)c1ccc(-c2ccc(/C=N/N3C(=O)C4C5C=CC(CC5)C4C3=O)o2)cc1 (configuration not stated)
(27) C/C(=N\NC(=O)CN1CCN(Cc2ccccc2)CC1)c1cccs1
(28) O=C(COC(=O)C12CC3CC(CC(C3)C1)C2)Nc1ccccc1F
(29) CCCC(=O)C1=C(O)C(C(=O)OC)C(C)(C)CC1=Nc1ccc(OC)cc1 (configuration not stated)
(30) CCCOc1ccc(/C=C2\SC(=S)N(CC3CCCO3)C2=O)cc1 (configuration not stated)
Assay by compound	26	27	28	29	30
Wee1 degr inh	-2	0	0	-1	1
MDM2 E3 inh	6	-10	-5	-15	-16
FXIIa inh 1536	2	-2	13	0	13
Rad51 HR inh	-1	-3	.	.	3
14-3-3 Bad inh	-7	-3	1[fluorescence artefact?]	-9	10[fluorescence artefact?]
KLK5 inh	-5	-3	-2	-6	-10
eIF4E-4G inh	3	2	3	1	-1
p97 inhibitor	4	6	-2	-5	0
FXIa inh	-3	1	4	-6	5

(31) CC(=O)Nc1ccc(-c2cc3ccccc3o2)cc1
(32) COCCSc1nnc(NC(=O)c2cc(C(=O)OC)cc([N+](=O)[O-])c2)s1
(33) COc1cc2[nH]c3c(=O)n(CCN4CCOCC4)cnc3c2cc1OC
(34) COc1ccc(NC(=O)c2ccc(CNc3c(N4CCCC4)c(=O)c3=O)cc2)cc1Cl
(35) N#CCCSCc1ccc(OCC(=O)O)cc1
Assay by compound	31	32	33	34	35
Wee1 degr inh	-1	-2	1	-1	-1
MDM2 E3 inh	-22	-11	.	-8	-22
FXIIa inh 1536	16	12	-1	8	8
Rad51 HR inh	6	-4	18	-8	0
14-3-3 Bad inh	5[fluorescence artefact?]	14	5	0	-6
KLK5 inh	-6	4	-4	1	-8
eIF4E-4G inh	-1[fluorescence artefact?]	-2	-11	-6	-2
p97 inhibitor	-7	-5	5	3	-2
FXIa inh	2	4	-5	0	-3

(36) c1ccc(Nc2nn[nH]n2)cc1
(37) Cc1ccc(C(c2nnnn2C2CCCC2)N2c3ccccc3CC2C)cc1 (configuration not stated)
(38) COc1ccc(CCN(C)Cc2nc(Cc3ccc(OC)c(OC)c3)no2)cc1OC
(39) Cc1ccc(NN2C(=O)C=C(c3ccc(Cl)cc3)C2=O)cc1
(40) COCc1c(C(=O)OCC(=O)N2c3ccccc3NC(=O)C2(C)C)oc2ccccc12
Assay by compound	36	37	38	39	40
Wee1 degr inh	2	1	0	-3	2
MDM2 E3 inh	-12	.	-10	-11	-16
FXIIa inh 1536	0	22	0	4	10
Rad51 HR inh	-4	.	18	5	-2
14-3-3 Bad inh	-5	-13[fluorescence artefact?]	1	2	3
KLK5 inh	-30	-25	.	5	-6
eIF4E-4G inh	-4	-4	0	3	-5
p97 inhibitor	8	5	-2	5	4
FXIa inh	-17	24	-3	-33	-8

(41) COc1cccc(NC(=O)CN(c2ccc(C)cc2)S(=O)(=O)c2c(C)nn(C)c2C)c1
(42) CC(=O)CC1(O)C(=O)Nc2ccccc21 (configuration not stated)
(43) O=C(c1nc2ccccn2c1CNCCCn1ncc2ccccc21)N1CCOCC1
(44) CC1CCCCN1CC(=O)Nc1sccc1C#N (configuration not stated)
(45) Cn1c(=O)c2c(nc(N3CCCCCC3)n2CCSc2nc3ccccc3o2)n(C)c1=O
Assay by compound	41	42	43	44	45
Wee1 degr inh	1	1	2	-2	0
MDM2 E3 inh	-11	-16	10	20	3
FXIIa inh 1536	5	4	6	-2	10
Rad51 HR inh	-13	-8	8	-3	4
14-3-3 Bad inh	7	4	-13	-1	3
KLK5 inh	-27	0	.	-34	-5
eIF4E-4G inh	4	-1	-4	6	2
p97 inhibitor	-3	5	-2	2	1
FXIa inh	2	4	0	5	-1

(46) O=C1NC2(CCCCC2)N=C1c1ccc(Br)cc1
(47) Cc1ccc(NC(=O)c2csc(-c3ccccc3)c2C)cc1
(48) Cc1[nH]nc2c1C(c1ccc(N(C)C)cc1)C1=C(CC(C)(C)CC1=O)N2 (configuration not stated)
(49) CC(C)OCCCNCC(O)c1ccccc1 (configuration not stated)
(50) COc1ccc(C2=Nc3cccc4cccc(c34)N2)cc1
(51) Cc1cc(C)nc(NCCCc2ccccc2)n1
(52) CCOc1ccc(NC(=O)C2CC(=O)N(c3cc(C)cc(C)c3)C2)cc1 (configuration not stated)
Assay by compound	46	47	48	49	50	51	52
Wee1 degr inh	0	2	-2	-1	0	2	-3
MDM2 E3 inh	-14	-22	.	-12	-6	6	-16
FXIIa inh 1536	-4	7	7	9	17	9	9
Rad51 HR inh	1	-7	.	1	.	1	-2
14-3-3 Bad inh	9	10[fluorescence artefact?]	-4	15	-13[fluorescence artefact?]	15	12[fluorescence artefact?]
KLK5 inh	-9	-30	.	-6	1	-11	0
eIF4E-4G inh	-4	4[fluorescence artefact?]	4	1	-7[fluorescence artefact?]	-5[fluorescence artefact?]	2
p97 inhibitor	1	0	8	4	1	-5	-4
FXIa inh	-9	-1	3	-2	-3	2	-4
